OX1R antag-1 – antagonists of human orexin 1 receptor (OX1R) | O43613 | OX1R-expressing cells, FRET antagonist read-out | inhibition, % at 6.6 µM | 330,000 compounds, 1.8% hits | AID 485270; in the data active means inhibition mostly above about 38%, no sharp cut-off; inactive means mostly below about 40%;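 further: 0% = agonist challenge alone and 100% = reference antagonist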
Target sequence (O43613 whole entry, looked up): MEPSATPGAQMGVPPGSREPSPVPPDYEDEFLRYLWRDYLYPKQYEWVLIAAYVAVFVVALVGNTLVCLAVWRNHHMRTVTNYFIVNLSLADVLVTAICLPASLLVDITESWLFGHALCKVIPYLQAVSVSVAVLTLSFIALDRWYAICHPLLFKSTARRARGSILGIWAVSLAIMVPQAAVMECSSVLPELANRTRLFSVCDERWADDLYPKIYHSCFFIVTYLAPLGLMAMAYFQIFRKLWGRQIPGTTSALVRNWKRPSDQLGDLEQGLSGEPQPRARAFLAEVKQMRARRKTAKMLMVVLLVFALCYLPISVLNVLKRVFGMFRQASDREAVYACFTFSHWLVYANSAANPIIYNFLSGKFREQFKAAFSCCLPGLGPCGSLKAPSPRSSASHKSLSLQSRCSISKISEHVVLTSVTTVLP
CHT PAM – allosterically activates the human high affinity choline transporter; CHT-expressing cells, membrane potential dye, choline EC20; stronger effect = higher value; LV-AA mutant CHT in HEK293 cells; B-score at 10 µM; 310,000 compounds, 0.49% hits;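 active means initial fluorescence not abnormally high and integrated response B-score, plate-corrected, over 3 SD above library mean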
Target sequence (Q9GZV3 whole entry, looked up): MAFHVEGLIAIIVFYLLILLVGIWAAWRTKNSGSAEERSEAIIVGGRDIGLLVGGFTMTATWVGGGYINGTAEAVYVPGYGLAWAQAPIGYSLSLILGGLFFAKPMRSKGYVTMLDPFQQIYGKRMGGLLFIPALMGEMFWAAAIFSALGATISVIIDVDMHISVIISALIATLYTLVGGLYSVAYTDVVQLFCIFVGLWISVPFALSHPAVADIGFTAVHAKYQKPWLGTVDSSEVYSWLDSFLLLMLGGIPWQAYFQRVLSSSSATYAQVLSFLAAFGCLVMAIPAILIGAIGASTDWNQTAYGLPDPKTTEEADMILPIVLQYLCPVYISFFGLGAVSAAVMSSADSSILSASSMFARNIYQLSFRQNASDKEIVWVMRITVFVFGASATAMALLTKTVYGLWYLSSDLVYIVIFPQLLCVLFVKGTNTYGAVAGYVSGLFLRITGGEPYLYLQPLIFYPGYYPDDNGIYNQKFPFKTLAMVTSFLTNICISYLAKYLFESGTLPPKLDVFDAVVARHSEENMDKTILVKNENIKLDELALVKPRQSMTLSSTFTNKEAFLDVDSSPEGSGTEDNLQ
OX1R antag-2 – antagonists of human orexin 1 receptor; CHO/OX1R cells, Fluo-8 calcium fluorescence, orexin A; 330,000 compounds, 0.43% hits; O43613; inhibition, % at 5 µM; AID 434989;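 active means inhibition above its plate's threshold, mean inhibition of all tested compounds on the plate plus 3 SD, cut at about 37% in these data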;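 further: 0% = orexin A challenge wells and 100% = SB-334867-A antagonist wells; not every result past the cut was called active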
Starred values were filed as active, the others as inactive; i = inactive; · = not tested or not shown.

SMILES | OX1R antag-1 | CHT PAM | OX1R antag-2
COc1ccc(CCNCC(=O)Nc2ccc(OC(F)F)cc2)cc1 | 14 | i | 0
N/C(=N\OC(=O)CCc1ccccc1)c1ccc(Br)cc1 | 6 | i | -4
CN1CCN(Cc2nc(-c3cccs3)no2)CC1c1ccccc1 (centres undefined) | 8 | i | -24
Cc1c(Cl)cccc1NC(=O)CNC(=O)Cc1n[nH]c(=O)c2ccccc12 | 4 | · | -20
COc1cccc(N2CCN(CC(=O)Nc3ccc(S(=O)(=O)N4CCCCCC4)cc3)CC2)c1 | 8 | · | -19
Cc1ccc(C)c(OCCn2cc(/C=C(\C#N)C(=O)NCc3ccco3)c3ccccc32)c1 | 2 | i | -21
Cc1ccc(SCC(=O)N2CC(C)OC(C)C2)cc1 (centres undefined) | 2 | i | -17
CCC(C)c1c(O)nc(SCC(=O)c2ccccc2)[nH]c1=O (centres undefined) | 14 | i | -4
CCOC(=O)CSc1nc2c(sc(=S)n2-c2ccccc2)c(=O)n1-c1ccc(OC)cc1OC | -5 | i | -22
CSc1ccc(Cn2nnc(C(=O)NCc3ccccc3)c2N)cc1 | 2 | i | 25
Cc1ccc(C)c(N2CC(C(=O)O)CC2=O)c1 (centres undefined) | 6 | i | -13
Cc1ccc(C)c(C(=O)CSc2nc3ccccc3c(=O)[nH]2)c1 | 15 | i | -13
O=C(N/N=C/C=C/c1ccco1)c1ccncc1 | 28 | i | -4
C/C(Cn1nnc2ccccc21)=N\NC(=O)c1cccc(Br)c1 | 15 | i | -9
CCN(CC(=O)N1CCOCC1)S(=O)(=O)c1ccc(C)cc1 | 16 | i | 2
COc1ccccc1NC(=O)COC(=O)CCC1CCCC1 | 7 | · | -28
Cc1ccc(N(CC(=O)N/N=C/c2cccs2)S(C)(=O)=O)cc1Cl | 30 | i | -5
COc1ccc(/C=N/OC(=O)Nc2ccccc2OC)cc1 | 30 | i | -6
COc1ccc(-c2cc(-c3c(O)c(OC)c4occc4c3OC)[nH]n2)cc1OC | 70* | i | 62*
COc1ccc(S(=O)(=O)N2CCCCCC2)cc1N | 19 | i | -7
COc1ccc(CN2CCNC(=O)C2CC(=O)NCCSc2nccn2C)cc1OC (centres undefined) | 11 | i | 13
CN1CCN(C(=S)NC(=O)/C=C/c2cccs2)CC1 | 17 | i | -25
COc1cc(NC(=O)c2ccco2)c(C(=O)O)cc1OC | 5 | i | -9
CCCCN(CCCC)c1nc(-c2ccncc2)nc2ccccc12 | 8 | i | -39
CC1=C(C(=O)OC(C)(C)C)C(c2cccc3ccccc23)NC(=O)N1 (centres undefined) | 4 | i | -48

Carrying on.
SMILES | OX1R antag-1 | CHT PAM | OX1R antag-2
CCCOc1ccc(S(=O)(=O)n2cc(Br)c(=O)[nH]c2=O)cc1 | 7 | i | -16
Cc1ccc(C2(C)NC(=O)N(CC(=O)NC(=O)NC(C)(C)C)C2=O)cc1 (centres undefined) | 16 | i | -28
O=S(=O)(NOCc1ccc(Cl)cc1)c1ccc(Cl)cc1 | -8 | i | -16
COc1cccc(N(CC(=O)NCCSc2ccccn2)S(=O)(=O)c2ccccc2)c1 | 24 | i | -10
CN1CCN(S(=O)(=O)c2cccc(C(=O)Nc3ccccc3N3CCCC3)c2)CC1 | 10 | i | -23
Cc1cc(C)nc(NS(=O)(=O)c2ccc(NC(=S)NC(=O)CC(C)C)cc2)n1 | 9 | i | -15
NC(=O)c1ccc(NC(=O)COC(=O)/C=C/c2cccs2)cc1 | 30 | i | 1
CCN(CC(=O)Nc1ccc2c(c1)OCCO2)c1nc(-c2cccnc2)nc2ccccc12 | 6 | i | -18
Cc1noc(COc2ccc(OCc3nc(C)no3)cc2)n1 | 17 | i | -20
C=CCN1CC(O)=C(c2ccccc2)C1=N | 7 | i | 3
O=C(O)c1cc(-c2cccs2)nc2cc3c(cc12)OCCO3 | 12 | i | -1
c1ccc2[nH]cnc2c1 | 13 | i | 9
CCOc1ccc(Oc2c(/C=N/NC(C)=O)c(C)nn2-c2ccccc2)cc1 | 27 | i | -14
COc1ccc(CN2CCN(c3ccccc3OC)CC2)c(OC)c1 | 7 | i | -17
CCOC(=O)CSC(CC)C(=O)Nc1nnc(CC)s1 (centres undefined) | 0 | i | -10
Cc1ccc(-n2ncc3c(NCc4ccco4)ncnc32)c(C)c1 | 16 | i | -27
CCC(C(=O)NCc1ccco1)N(C(=O)CNS(=O)(=O)c1ccc(C)cc1)c1ccccc1F (centres undefined) | 15 | i | -30
[N-]=[N+]=CC(=O)C(O)(c1ccccc1)C(Cl)c1ccccc1 (centres undefined) | 27 | i | -16
CCN(CC)CCCNC(=O)c1cn(C)c2ccc(S(=O)(=O)N(C)C)cc2c1=O | 10 | 6.4* | 5
Cc1ccc(-c2nnn(CC(=O)N3CCCCC3)n2)cc1 | 0 | i | -18
O=C(COc1cccc(Br)c1)Nc1ccc(Cl)c(S(=O)(=O)N2CCOCC2)c1 | 9 | · | 17
COc1cc(CCC(=O)Nc2cccc(C(F)(F)F)c2)cc(OC)c1OC | 23 | i | -22
O=C(CCNS(=O)(=O)c1ccc(Cl)cc1)Nc1ccncc1 | 13 | i | 0
O=C(O)CCC(NS(=O)(=O)c1ccc(-c2ccccc2)cc1)C(=O)O (centres undefined) | 19 | i | -6
CCOC(=O)N1CCC2(CC1)C(C#N)=C(N)Oc1c2c(C)nn1-c1cccc(Cl)c1 | 5 | i | -18

More compounds.
SMILES | OX1R antag-1 | CHT PAM | OX1R antag-2
C/C(=N/NC(=O)CNC(=O)c1ccccn1)c1ccccc1 | 11 | i | 5
COc1ccc(NC(=O)CSc2nc(C)cc(C)n2)cc1 | 29 | i | -11
Cc1ccc(CN(Cc2ccccc2)C(=S)NCC(=O)NCc2cccnc2)o1 | 10 | i | -20
COc1ccccc1CNC(=O)C(Cc1ccccc1)NC(=O)c1ccccc1 (centres undefined) | 19 | · | 2
COc1ccc(Br)cc1CN(C)C(=O)c1ccccc1OCc1c(C)noc1C | 11 | i | -25
Cc1cccc(C(=O)N[C@H](C(=O)OCc2cc(=O)n3c(n2)sc2ccccc23)C(C)C)c1 | 29 | i | -16
O=C(CSc1ccc(Cl)cc1)NC1=NN(c2ccccc2)C(=O)C1 | 15 | i | -10
Cc1cc(SCC(=O)NCC2CCCO2)nc2ccccc12 (centres undefined) | 20 | i | 8
CN(C)CCCN(C(=O)c1ccc2c(c1)OCCO2)c1nc2cc3c(cc2s1)OCO3 | 5 | i | -15
CCCn1cc(CN2CCC(Cc3ccccc3)(C(=O)OCC)CC2)c(C)n1 | 20 | i | -48
CCOC(=O)N1CCN(S(=O)(=O)c2ccc(OCC(=O)OC)c(C)c2)CC1 | 1 | i | -20
COc1cc(C(=O)Nc2nnc(C(F)(F)F)s2)c([N+](=O)[O-])cc1OC | 28 | i | -16
CCOC(=O)N1CCN(CC(=O)Nc2ccc(OC)cc2)CC1 | 11 | i | -2
O=C(CCc1nc2ccccc2c(=O)[nH]1)Nc1cccc(S(=O)(=O)N2CCOCC2)c1 | 18 | i | -11
O=C(/C=C/c1ccccc1Cl)N(Cc1ccccc1)C1CCS(=O)(=O)C1 (centres undefined) | 1 | i | -20
Cc1ccc(S(=O)(=O)N2CCCCC2)cc1NC(=O)c1cc(F)c(F)c(F)c1F | 2 | · | -24
COc1ccc(S(=O)(=O)n2c(C)nc3ccccc32)cc1C | 8 | i | -8
CC(C)N(C(=O)[C@H]1C[C@H](CC(=O)NCCN2CCOCC2)C(=O)N2CCc3c([nH]c4cc(CCC(=O)N(C)C)ccc34)[C@]12C)C(C)C | 2 | · | 6
CN(C(=O)c1ccncc1)c1ccccc1 | 0 | i | -23
COc1ccc(C(=O)N(C)Cc2cnn(Cc3ccccc3)c2)cc1S(=O)(=O)N1CCOCC1 | 0 | · | -10
Cn1nccc1NC(=O)COCC(=O)O | 12 | i | -14
CC(C)NC(=O)CSc1nc2sccc2c(=O)n1-c1ccccc1 | 26 | i | -23
COCCNC(=S)NCc1ccc2[nH]c3c(c2c1)CCCC3 | 16 | i | -15
Cc1cccc(C)c1OCc1n[nH]c(=S)o1 | 25 | i | -16
Nc1ccn(-c2ncc(C(F)(F)F)cc2Cl)c(=O)n1 | 9 | i | -29

Ordered by the number under OX1R antag-1 (descending): 7 of the compounds above.
molecule,OX1R antag-1
COc1ccc(NC(=O)CSc2nc(C)cc(C)n2)cc1,29
COc1cc(C(=O)Nc2nnc(C(F)(F)F)s2)c([N+](=O)[O-])cc1OC,28
O=C(CCc1nc2ccccc2c(=O)[nH]1)Nc1cccc(S(=O)(=O)N2CCOCC2)c1,18
Cn1nccc1NC(=O)COCC(=O)O,12
C/C(=N/NC(=O)CNC(=O)c1ccccn1)c1ccccc1,11
CC(C)N(C(=O)[C@H]1C[C@H](CC(=O)NCCN2CCOCC2)C(=O)N2CCc3c([nH]c4cc(CCC(=O)N(C)C)ccc34)[C@]12C)C(C)C,2
O=C(/C=C/c1ccccc1Cl)N(Cc1ccccc1)C1CCS(=O)(=O)C1 (centres undefined),1

Next section:
SMILES | OX1R antag-1 | CHT PAM | OX1R antag-2
Cc1ccc(C)c(NC(=O)CN(C)C(=O)COc2ncnc3sccc23)c1 | 3 | i | -7
CCn1nc([N+](=O)[O-])c(C(C#N)c2nc3ccccc3n2C)c(Cl)c1=O (centres undefined) | 58 | i | -30
O=C(N/N=C/c1cc([N+](=O)[O-])ccc1O)c1ccc2c(c1)OCCO2 | 10 | i | -5
CCOc1ccc(N2CC(C(=O)NCCc3ccc(F)cc3)CC2=O)cc1 (centres undefined) | 8 | i | -7
O=C(O)c1ccc(N/N=C/c2c(F)cccc2Cl)cc1 | -9 | i | -6
Cn1nnnc1SCC(=O)Nc1ccc2c(c1)OCCO2 | 13 | i | -3
COC(=O)C1=C(Nc2ccccc2NS(=O)(=O)c2ccc(C(F)(F)F)cc2Cl)CSC1 | 4 | i | -26
CCOC(=O)C(CC)n1cnc2c(nnn2-c2ccc(C)cc2)c1=O (centres undefined) | 6 | i | -32
COc1ccc(C(=O)NCc2ccc(-n3cccc3)cc2)cc1OC | 13 | i | -22
Cc1ccc(OCC(=O)NCCNC(=O)c2ccco2)cc1C | 4 | i | 12
O=C(NCC(=O)N1CCN(S(=O)(=O)c2ccccc2F)CC1)c1ccc2ccccc2c1 | 18 | i | -26
CCOc1ccc(OCC)c(NC(=O)CSc2nc3c(c(=O)n(C)c(=O)n3C)n2C(C)C)c1 | 5 | i | -38
Cc1ccccc1OCC(=O)Nc1ccccc1C(=O)N1CCCCC1 | 23 | i | -33
Cn1c(SCC(=O)N=Nc2c(O)[nH]c3ccccc23)nc2ccccc21 | 32 | i | -2
CN(CCC(=O)Nc1ccc(Br)cc1)Cc1ccccc1 | 15 | i | -28
c1ccc(-c2nnc(-c3ccccn3)nc2NC2CCCCC2)cc1 | 12 | i | -21
Cc1ccc(NC(=S)N2CCCC(O)C2)cc1 (centres undefined) | 6 | i | 0
CC(=O)Nc1cc2c(cc1C(=O)c1ccccc1)OCCO2 | 16 | i | -13
Cc1nnc(SCC2=C(C(=O)O)N3C(=O)C(NC(=O)Cn4ncc(Cl)c4C)C3SC2)s1 (centres undefined) | 10 | i | -10
Cc1nc(S(=O)(=O)Cc2ccccc2)nc2c1CCC2 | 17 | i | -14
CCCCCCCCCCCCCC(=O)O | 4 | · | -7
NC(=S)N=Nc1ccc(NN=C(N)N)cc1 | 28 | i | 0
CCCSc1nnc(NC(=O)Nc2ccc(F)cc2)s1 | 77* | i | 29
O=C(O)c1nn2c(C(F)(F)F)cc(-c3cccs3)nc2c1Cl | 24 | i | -1
Cc1nc2ccccc2nc1N1CCC(C)CC1 | 12 | i | -10

Copied from the list:
Result of O=C(O)c1nn2c(C(F)(F)F)cc(-c3cccs3)nc2c1Cl under OX1R antag-2: -1
Result of O=C(NCC(=O)N1CCN(S(=O)(=O)c2ccccc2F)CC1)c1ccc2ccccc2c1 under OX1R antag-1: 18

More records follow:
SMILES | OX1R antag-1 | CHT PAM | OX1R antag-2
CCOc1cc2c(cc1OCC)CN(C(=O)c1cccc(S(=O)(=O)N3CCCC3)c1)CC2 | 5 | · | -28
CCOC(=O)C1=C(CSc2nc3ccccc3s2)NC(=O)NC1c1cccc([N+](=O)[O-])c1 (centres undefined) | 13 | i | 10
Cc1ccc(NC(=O)c2oc3ccc(S(=O)(=O)N4CCOCC4)cc3c2C)cc1C | 18 | i | -6
COc1ccc(C=O)cc1COc1ccc(F)cc1F | 23 | i | -16
O=C(NCC(=O)N1CCCCCCC1)c1ccccc1Cl | 7 | · | -17
Cc1ccc(NC(=O)NCCN2CCN(C(=O)Nc3ccc(C)cc3)CC2)cc1 | 8 | i | -18
CCOC(=O)CSC(CC)C(=O)Nc1nnc(C(C)C)s1 (centres undefined) | 3 | i | -25
CC(C)[C@H](NC(=O)c1cccc(S(=O)(=O)N2CCOCC2)c1)C(=O)Nc1nccs1 | 15 | i | -12
CC(C)CCN1CN(S(=O)(=O)c2cccs2)c2nc3ccccc3nc21 | 11 | i | -10
CCN(Cc1ccccc1)C(=O)CSc1nc(C)cc2c1C(=O)OC2 | 22 | i | -19
O=C(c1ccco1)N1CCN(C(=O)c2ccccc2OCc2ccc(Cl)cc2)CC1 | 22 | i | -28
Nc1[nH]ncc1-c1ccc(Cl)cc1 | 2 | i | 3
COc1ccc(O)c(C(=O)c2cc(SCC(=O)O)c3nc4sc5c(c4c(=O)n3c2)CCCC5)c1 | 7 | i | -2
Cn1c(C(=O)N2CCOCC2)cc2c(=O)n3ccccc3nc21 | 35 | i | -4
O=C(Cc1cccc2ccccc12)Nc1ccc2oc(-c3ccccc3)nc2c1 | 23 | i | -5
CNc1cccc2c1C(=O)c1ccccc1C2=O | 38 | i | -11

Reformatted tab-delimited: 2 of the compounds above.
Molecule	OX1R antag-1	CHT PAM	OX1R antag-2
O=C(Cc1cccc2ccccc12)Nc1ccc2oc(-c3ccccc3)nc2c1	23	i	-5
O=C(c1ccco1)N1CCN(C(=O)c2ccccc2OCc2ccc(Cl)cc2)CC1	22	i	-28
